# TRPC6 activator: mouse TRPC6 channel activation | HEK293-TRPC6 membrane potential dye fluorescence; active compounds read high | Q61143 | actives 0.13% (n = 310,000) | B-score at 10 µM;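 active = B-score of the integrated fluorescence ratio above library mean plus 3 SD, and starting fluorescence ratio within library mean plus 5 SD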;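 note: higher score means more depolarization so channel activation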
# ANO1 block: mouse TMEM16A channel inhibition, primary screen. HEK293 TMEM16A/YFP iodide influx fluorescence, ionomycin. normalized B-score (activity score, 25-100; higher = stronger inhibition) at 10 µM. actives 1.2% (n = 310,000). AID 588511;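 active = ratio plate-corrected score three or more library SD toward inhibition, starting fluorescence score within five deviations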;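 note: score derived from kinetic fluorescence span divided by baseline fluorescence per well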
# SKKanGAS inh: inhibitors of SKKanGAS S. pyogenes growth in kanamycin (SK-promoter or general growth effect). AID 1662. BacTiter-Glo, 6 h. inhibition, % at 7.5 µM. actives 1.3% (n = 300,000);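 active = mean replicate score, as percent of positive control median, at least 50; inconclusive = mean below 50 but one replicate at or above 50; inactive = mean and every replicate below 50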;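 note: strain carries kanamycin resistance gene driven by streptokinase promoter and grows in 40 µg/ml kanamycin; loss of luminescence reflects streptokinase promoter inhibition or plain growth inhibition; 0% = median of DMSO wells and 100% = positive control at its reference dose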
# TMEM16A act: mouse TMEM16A channel activation, primary screen | B-score at 10 µM | HEK293 TMEM16A/YFP-H148Q/I152L, iodide quench fluorescence; active compounds read low | actives 0.3% (n = 340,000);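 active = fluorescence-ratio B-score plate-corrected deviation score at least 3 library SD below zero, with starting fluorescence score within 5 deviations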;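 note: channel opened by trigger with iodide after compound preincubation; score built on the fluorescence ratio of max minus min over baseline; more negative score means more quench and so TMEM16A activation or potentiation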
# HDAC3 inh: human HDAC3 inhibition. actives 0.15% (n = 320,000). inhibition, % at 8.3 µM. recombinant HDAC3, fluorogenic peptide/trypsin coupled, fluorescence; in the data active = inhibition above about 26%, passing the limit was not always enough; inconclusive = no clear call, values can overlap the other calls
# Target sequence (O15379 whole entry, looked up): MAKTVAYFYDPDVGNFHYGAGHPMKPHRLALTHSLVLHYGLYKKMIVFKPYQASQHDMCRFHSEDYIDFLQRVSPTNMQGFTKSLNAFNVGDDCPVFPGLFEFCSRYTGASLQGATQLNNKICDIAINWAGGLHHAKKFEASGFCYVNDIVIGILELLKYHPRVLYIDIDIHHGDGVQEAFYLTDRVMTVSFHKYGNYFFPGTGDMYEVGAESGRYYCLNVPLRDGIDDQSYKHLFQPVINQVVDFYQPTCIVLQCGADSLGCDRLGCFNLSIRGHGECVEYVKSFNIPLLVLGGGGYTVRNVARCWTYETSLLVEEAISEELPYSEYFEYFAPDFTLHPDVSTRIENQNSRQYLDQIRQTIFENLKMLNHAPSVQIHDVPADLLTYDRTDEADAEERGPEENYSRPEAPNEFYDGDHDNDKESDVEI
# RGS4 inh: inhibitors of human RGS4 | P49798 | HEK293 M3R/RGS4 inducible, Fluo-4 calcium flux; active compounds read high; triggered by carbachol at its EC20 | B-score at 10 µM | actives 0.45% (n = 310,000);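 active = B-score, a plate-corrected calcium signal, over three deviations above library mean, with baseline fluorescence within five deviations of library mean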;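 note: RGS4 expression induced by doxycycline in cells with stable M3 receptor; B-score is computed from the integrated fluorescence ratio over baseline after carbachol; higher B-score means a larger calcium signal and so more RGS4 inhibition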
# Target sequence (P49798 whole entry, looked up): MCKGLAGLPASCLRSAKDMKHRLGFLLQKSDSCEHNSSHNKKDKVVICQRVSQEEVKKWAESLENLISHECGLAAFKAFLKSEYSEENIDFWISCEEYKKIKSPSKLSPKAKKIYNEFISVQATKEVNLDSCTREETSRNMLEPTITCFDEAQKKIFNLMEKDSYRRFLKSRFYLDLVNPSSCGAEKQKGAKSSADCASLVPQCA
# MrgX1 ag: human MrgX1 receptor agonism, primary screen; actives 0.44% (n = 310,000); AID 588627; MrgX1-HEK293 cells, Fluo-4 calcium fluorescence, agonist mode; active compounds read high; B-score at 10 µM;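 active = calcium response B-score plate-corrected fluorescence ratio at least 3 library SD, with starting fluorescence B-score inside 5 SD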
# Target sequence (Q96LB2 whole entry, looked up): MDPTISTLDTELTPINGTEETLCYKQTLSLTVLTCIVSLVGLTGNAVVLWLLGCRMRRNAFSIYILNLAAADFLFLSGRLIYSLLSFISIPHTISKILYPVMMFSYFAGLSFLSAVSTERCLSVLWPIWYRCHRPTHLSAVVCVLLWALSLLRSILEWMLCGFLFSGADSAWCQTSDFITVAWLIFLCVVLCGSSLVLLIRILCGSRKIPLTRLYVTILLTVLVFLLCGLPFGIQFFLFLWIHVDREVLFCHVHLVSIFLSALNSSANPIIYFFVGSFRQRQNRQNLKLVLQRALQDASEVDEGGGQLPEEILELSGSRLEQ
#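 Assay system: stable human MrgX1 HEK293 cell line. Quantity: 15,000 cells per well. Schedule: cells plated overnight, dye loaded 0.5 h 37 °C, 0.5 h room temperature. Detection: Fluo-4 NW calcium-flux fluorescence, kinetic read. Read-out basis: peak-minus-minimum fluorescence over baseline, converted to B scores. Control set: positive and negative control wells on each plate.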
# MrgX1 allo act: human MrgX1 positive allosteric modulation, primary screen | AID 588675 | actives 0.63% (n = 310,000) | Q96LB2 | B-score at 10 µM | MrgX1-HEK293, Fluo-4 calcium flux, FDSS; active compounds read high;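 active = plate-corrected calcium response at least 3 library SD above typical, normal starting fluorescence, not activating the receptor alone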;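 note: compound read alongside a low EC10 to EC30 dose of BAM8-22 agonist; peak minus trough fluorescence over baseline measured at the second addition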
# TRPC6 inh: mouse TRPC6 channel inhibition; AID 2553; HEK293-TRPC6, membrane potential dye, ACh-evoked depolarization; active compounds read low; B-score at 10 µM; Q61143; actives 1.1% (n = 310,000);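 active = B-score under library mean minus 3 SD, initial fluorescence not abnormally high, positive integrated signal ratio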;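 note: B-score derived from integrated fluorescence ratio over the kinetic read; more negative B-score means stronger inhibition of depolarization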
# MrgX1 antag: antagonists of human MrgX1 receptor; Q96LB2; MRGX1-HEK293 calcium flux, Fluo-4, BAM8-22 antagonism; active compounds read low; B-score at 10 µM; actives 1.3% (n = 310,000); AID 588676;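 active = calcium-response B-score plate-corrected more than 3 library SD below zero, starting fluorescence within 5 deviations, no agonist response on first addition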;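 note: peak minus trough fluorescence over baseline after final BAM8-22 challenge near maximal dose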
# RGS4 act: RGS4 potentiation or activation; HEK293 M3R/inducible RGS4, carbachol calcium flux Fluo4; active compounds read low; B-score at 10 µM; actives 0.92% (n = 310,000);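 active = B-score of the integrated calcium signal more than 4 SD below the library mean, with starting fluorescence not abnormally high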;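 note: negative B-score means reduced calcium response which marks RGS4 activation or potentiation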
#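 Reagent: ECmax carbachol challenge; Test system: M3R-expressing HEK293 line, RGS4 induced by doxycycline; Schedule: overnight RGS4 induction, 30 min dye load 37 °C, 20 min compound RT; Detection: calcium dye Fluo4 fluorescence; Read-out: Agonist-evoked peak-minus-minimum fluorescence over baseline, integrated ratio, B score.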
# An asterisk follows results filed as active; i = inactive; ? = inconclusive; nt = not tested or not shown. Compounds were not picked by outcome; 6.7% or so of the library scored in one or more.
SMILES,TRPC6 activator,ANO1 block,SKKanGAS inh,TMEM16A act,HDAC3 inh,RGS4 inh,MrgX1 ag,MrgX1 allo act,TRPC6 inh,MrgX1 antag,RGS4 act
Cc1ccc(-c2nc(N)sc2CC(=O)OCC(=O)NC2CCCC(C)C2C)cc1 (stereo unspecified),i,i,7,i,5,i,i,i,i,i,i
CC(C)C(C(=O)Nc1nccs1)c1ccc(Cl)cc1 (stereo unspecified),i,i,60*,i,8,i,i,i,i,i,i
COc1ccc(C(=O)Nc2ccnn2C2CCN(C(=O)c3cc(C)on3)CC2)cc1,i,i,2,i,1,i,i,i,i,i,i
CC1CCN(CC(=O)Nc2ccccc2Sc2ccccc2)CC1,i,i,2,i,5,i,i,i,i,i,-7.4*
COc1cc(/C=N\NC(=O)C(C)(C)O)ccc1OC/C=C/c1ccccc1,i,i,12,i,-4,i,i,i,i,i,i
Cc1ccc(S(=O)(=O)N2CCCCC2)cc1C(=O)N(C)CCOc1ccccc1,i,i,4,i,-3,i,i,i,i,i,i
O=C(COC(=O)c1ccccn1)Nc1cccc(Cl)c1,i,i,-5,i,1,i,i,i,i,i,i
CCC(C)(O)c1[nH]c2ccc(C#N)cc2c1C (stereo unspecified),i,i,0,i,5,i,i,i,i,i,i
Cc1cccc(OCc2nnc(SCC(=O)OC3CCCCC3)o2)c1,i,i,-10,i,-3,i,i,i,i,i,i
CCN(CC(=O)NCc1ccc(Cl)cc1)C(=O)CSc1ccc(Br)cc1,i,i,-2,i,1,i,i,i,i,i,i
CC(C(=O)N1CCc2ccccc21)N1CCN(c2cccc(C(F)(F)F)c2)CC1 (stereo unspecified),i,i,4,i,-5,i,i,i,i,i,i
O=C(Nc1ccccc1C(=O)N1CCN(CCO)CC1)c1cccc([N+](=O)[O-])c1,i,i,4,i,7,i,i,i,i,i,i
CCOC(=O)c1c(C)oc2ccc(O)c(CN(C)C)c12,i,i,1,i,3,i,i,i,i,i,i
Cc1nc(N)c(C#N)c(-c2ccccc2Cl)c1C,i,i,-6,i,-5,i,i,i,i,i,i
COc1ccc(-c2c(-c3ccccc3OC)sc3ccccc23)cc1OC,i,i,-1,i,-4,i,i,i,i,i,i
O=C(Nc1ccc(N2CCN(Cc3ccccc3F)CC2)cc1)c1ccc([N+](=O)[O-])o1,i,i,5,i,nt,i,i,i,i,i,i
Cc1cc(C)n(/N=C/c2ccccc2)c(=O)c1C#N,i,i,1,i,0,i,i,i,i,i,i
O=C(O)C(Cc1ccccc1)N1C(=O)c2ccccc2C1=O (stereo unspecified),i,i,2,i,nt,i,i,i,i,i,i
Cc1cc(C)c(-c2csc(NC(=O)C3=NN(c4ccccc4)C(=O)CC3)n2)c(C)c1,i,i,nt,i,-1,i,i,i,i,i,i
CN(C)C(CNC(=O)c1ccc2c(=O)n(-c3ccccc3F)c(=S)[nH]c2c1)Cc1ccccc1 (stereo unspecified),i,i,1,i,-5,i,i,i,i,i,i
O=C(N/N=C/c1cccc([N+](=O)[O-])c1)c1ccc2nc[nH]c2c1,i,i,1,i,3,i,i,i,i,i,i
O=C(O)c1ccc2c(c1)C(=O)N(C(Cc1ccc(O)cc1)C(=O)O)C2=O (stereo unspecified),i,i,-2,i,7,i,i,i,i,i,i
Cc1[nH]ccc2c1[nH]c1cc(=O)ccc12,i,i,8,i,-91,i,i,i,i,i,i
CC1=C(C(=O)OCc2ccccc2)N2C(=O)[C@@H](NC(=O)COc3ccccc3)[C@H]2SC1,i,i,4,i,-3,i,i,i,i,i,i
CCOc1ccc(CCNC(=O)c2ccc(NC3=NC4CS(=O)(=O)CC4S3)cc2)cc1 (stereo unspecified),i,i,-1,i,3,i,i,i,i,i,i
# The results go on.
SMILES,TRPC6 activator,ANO1 block,SKKanGAS inh,TMEM16A act,HDAC3 inh,RGS4 inh,MrgX1 ag,MrgX1 allo act,TRPC6 inh,MrgX1 antag,RGS4 act
CC(CCc1ccccc1)NC(=O)CCNC(=O)Cn1ccc2ccccc2c1=O (stereo unspecified),i,i,-2,i,-3,i,i,i,i,i,i
Cn1c(Oc2ccc3c(c2)OCO3)nc2c1c(=O)n(Cc1ccccc1)c(=O)n2C,nt,i,4,i,-3,nt,i,i,nt,i,nt
COc1ccccc1N1CCN(C(=O)CCC(=O)N2CCN(c3ccccc3OC)CC2)CC1,i,i,-1,i,-2,i,i,i,i,i,i
O=C(COCc1cc(-c2ccc3c(c2)OCO3)on1)N1CCN(c2ccccc2)CC1,i,i,-10,i,4,i,i,i,i,i,i
CCN(CC)C(=O)C(=O)N/N=C/c1cccs1,i,i,-7,i,3,i,i,i,i,i,i
O=C(CCc1nnc2ccc(NCc3ccccc3)nn12)NC1CCCCC1,i,i,-12,i,-3,i,i,i,i,i,i
Cc1ccccc1OCC(O)CN1C(=O)c2ccccc2C1=O (stereo unspecified),i,i,-1,i,-1,i,i,i,i,i,i
Cc1ccc(C(=O)NNC(=O)Cc2ccccc2)cc1,i,i,5,i,2,i,i,i,i,i,i
NS(=O)(=O)c1ccc(CNC(=O)c2sccc2-c2ccccc2)cc1,i,i,4,i,1,i,i,i,i,i,i
OCCC1CN(Cc2cnn(-c3ccccc3Cl)c2)CCN1Cc1ccsc1 (stereo unspecified),i,i,-4,i,nt,i,i,i,i,i,i
Cc1ccccc1NC(=O)Cc1nnc(SCC(=O)c2ccc(Br)cc2)n1C,i,i,-4,i,0,i,i,i,i,i,i
Cn1c(=O)cc(C(=O)N/N=C/c2ccc(Cl)cc2)[nH]c1=O,i,i,-2,i,9,i,i,i,i,i,i
CC(=O)c1cccc(NC(=O)C2CCN(S(=O)(=O)c3ccc(C)cc3)CC2)c1,i,i,1,i,1,i,i,i,i,i,i
CN(c1ccccc1)c1ccc(/C=N/N2CCOCC2)cc1,i,i,-6,i,0,i,i,i,i,i,i
CC(=O)/C(N=Nc1ccc2c(c1)OCCO2)=C(\C)O,i,i,6,i,-4,i,i,i,i,i,i
O=C(CNC(=O)c1ccccc1F)N/N=C\C=C\c1ccccc1,i,i,-3,i,-1,i,i,i,i,i,i
C=CCn1c(SC/C=C/c2ccccc2)nnc1-c1sc(N)nc1C,i,i,0,i,-5,i,i,i,i,i,i
CC(=O)NC1(c2ccc(F)cc2)CCN(C(=O)Nc2ccc(F)cc2F)CC1,i,i,3,i,1,i,i,i,i,i,i
COc1ccc(-c2[nH]ncc2-c2ccc3c(c2)OCCO3)c(O)c1,nt,i,26,i,-4,nt,i,8*,nt,i,nt
O=C1S/C(=C\C=C\c2ccco2)C(=O)N1c1ccc(O)cc1,i,i,-2,i,0,i,i,i,i,i,i
CC(=O)Nc1ccc(OCC(=O)NCc2ccccc2)cc1,i,i,7,i,3,i,i,i,i,i,i
COc1ccc(N2CCN(C(=O)C(OC(C)=O)c3ccccc3)CC2)cc1 (stereo unspecified),i,i,-14,i,-1,i,i,i,i,i,i
O=C(COC(=O)Cc1ccc(Cl)cc1)Nc1cc(S(=O)(=O)N2CCOCC2)ccc1N1CCCC1,i,i,0,i,-6,i,i,i,i,i,i
Cc1ccccc1S(=O)(=O)Cc1ccc(C(=O)O)o1,i,i,3,i,?,i,i,i,i,i,i
O=C(NCCc1csc(-c2cccnc2)n1)c1ccccc1Br,i,i,-4,i,4,i,i,i,i,i,i
# Next records.
SMILES,TRPC6 activator,ANO1 block,SKKanGAS inh,TMEM16A act,HDAC3 inh,RGS4 inh,MrgX1 ag,MrgX1 allo act,TRPC6 inh,MrgX1 antag,RGS4 act
O=C(OCC(=O)N1CCN(S(=O)(=O)c2ccc(Cl)cc2)CC1)c1cccc(OC(F)F)c1,i,i,-6,i,4,i,i,i,i,i,i
O=C(Nc1cc(Cl)ccc1-n1cncn1)c1cn2ccccc2n1,i,i,-2,i,0,i,i,i,i,i,i
O=C(NC(=O)c1ccccc1)OCC(F)(F)F,i,i,-6,i,4,i,i,i,i,i,i
C=CCNC(=O)NS(=O)(=O)c1ccc(C)cc1,i,i,-3,i,-1,i,i,i,i,i,i
Cc1ccc(O)c(NC(=O)c2cc(-c3ccco3)on2)c1,i,i,3,i,-4,i,i,i,i,i,i
Cc1ccccc1CN1C(=O)C2(OCCCO2)c2ccccc21,i,i,6,i,nt,i,i,i,i,i,i
COC(=O)N/N=C(C)\C=C\c1ccco1,i,i,2,i,nt,i,i,i,i,i,i
Clc1ccc2noc(-c3ccccc3)c2c1,i,i,3,i,?,i,i,i,i,i,i
COc1ccc(CCn2c(C)cc(C(=O)CSc3nnc(N)s3)c2C)cc1,i,i,11,i,4,i,i,i,i,i,i
COc1nnc(-c2ccc(C)c(S(=O)(=O)NC(C)(C)CO)c2)c2ccccc12,i,i,-1,i,-2,i,i,i,i,i,i
Cc1ccc(NC(=O)CSc2nnc(CNC(=O)c3ccccc3F)o2)cc1,i,i,-30,i,0,i,i,i,i,i,i
CCCC(=O)NC(=S)Nc1cc(-c2nc3ncccc3o2)ccc1C,i,i,21,i,-7,i,i,i,i,i,i
Cc1cccc(N2C(=O)CC(N3CCN(c4cccc(C(F)(F)F)c4)CC3)C2=O)c1 (stereo unspecified),i,i,22,i,11,i,i,i,i,i,i
C/C(=N/NC(=O)Nc1ccccc1)c1ccc(C)cc1,i,i,4,i,-7,i,i,i,i,i,i
NS(=O)(=O)c1ccc(OC(=O)CNC(=O)OCc2ccccc2)cc1,i,i,-3,i,-5,i,i,i,i,i,i
COC(=O)CC(NC(=O)C1CC1)c1ccc2c(c1)OCO2 (stereo unspecified),i,i,3,i,-1,i,i,i,i,i,i
COc1ccc(C(=O)N/C(=C\c2ccco2)C(=O)NCc2ccco2)cc1,i,i,-7,i,0,i,i,i,i,i,i

# From PubChem BioAssay
